Anthrax LF inh2 – inhibitors of Bacillus anthracis lethal factor protease; 0.12% of 360,000 active; P15917; inhibition, % at 10 µM; multiplex microsphere protease cleavage assay, LF; AID 588501; also: plate controls were buffer without enzyme for full effect and enzyme alone for no effect
TcdB GH inh – TcdB glycohydrolase inhibition | P18177 | TcdB glycohydrolase enzymatic assay, plate reader | AID 652162 | inhibition, % at 9.99 µM | 0.24% of 350,000 active; in the data active = inhibition above about 10%
Y pestis TopoI – blocks Yersinia pestis topoisomerase I activity | Y. pestis Topo-I cleavage product accumulation, plate reader | activity, % at 10 µM | 0.064% of 360,000 active; in the data active = activity above about 50%, passing the limit was not always enough; inconclusive = no clear call, values can overlap the other calls; also: inactives centre near 2
BoNT-A LC inh2 – inhibitors of Botulinum neurotoxin A light chain protease; multiplex microsphere protease substrate cleavage, flow cytometry; inhibition, % at 10 µM; 0.17% of 360,000 active; AID 588499; also: plate controls were buffer without enzyme for full effect and enzyme alone for no effect
PfHsp40 yeast – restores yeast growth despite PfHsp40 toxicity. 0.68% of 340,000 active. growth rescue, % at 12.5 µM. S. cerevisiae expressing PfHsp40, growth rescue, ATP luminescence. AID 504582; in the data active = growth rescue above about 28%, passing the limit was not always enough; inconclusive = no clear call, values can overlap the other calls;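 also: yeast W303a lacking pdr1 and pdr3 grown in galactose medium; growth measured after three days at 30 °C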
FadD28 FP inh – blocks FadD28 binding to the bisubstrate probe; fluorescence polarization; inhibition, % at 12.5 µM; 0.22% of 360,000 active; in the data active = inhibition above about 8.5%, passing the limit was not always enough; inconclusive = no clear call, values can overlap the other calls
PrPC TRFRET – cell surface PrPC inhibition, primary TR-FRET screen. P04156. TR-FRET read-out. AID 720596. inhibition, % at 13.8 µM. 0.43% of 370,000 active; in the data active = inhibition above about 24%; also: 0% = median of the test wells and 100% = reference compound wells
CCHF vOTU inh – blocks the CCHF virus ovarian tumor domain protease; CCHFV vOTU protease, Pep-AMC fluorescence; 0.55% of 370,000 active; inhibition, % at 11.5 µM; in the data active = inhibition above about 30%; also: 0% = vehicle wells with enzyme and 100% = no enzyme wells
BoNT F protease – inhibitors of Botulinum neurotoxin F light chain protease; AID 588497; 0.22% of 360,000 active; Multiplex microsphere protease cleavage assay, flow cytometry; inhibition, % at 10 µM; in the data active = inhibition above about 35%, passing the limit was not always enough; inconclusive = no clear call, values can overlap the other calls; also: plate controls were buffer without enzyme for full effect and enzyme alone for no effect
* = called active by the depositor; ? = inconclusive; . = no result given. Rule as the data show it, unless noted: active = inhibition above about 30%; inconclusive = no clear call, values can overlap the other calls; inactive = below that.

SMILES	Anthrax LF inh2	TcdB GH inh	Y pestis TopoI	BoNT-A LC inh2	PfHsp40 yeast	FadD28 FP inh	PrPC TRFRET	CCHF vOTU inh	BoNT F protease
O=C(CN1CCOCC1)Nc1c2c(nc3c1CCC3)CCC2	-1	.	-8	0.2	-0.6	-3.3	6	2	6
CCOc1ccc(C2NC(=O)c3sc(=S)n(-c4ccccc4)c3N2)cc1 (configuration not stated)	-1	-10	1	-0.4	-0.3	-0.6	0	-6	4
Cc1ccc(OCCn2cnc3cc([N+](=O)[O-])ccc3c2=O)cc1	0	1.9	2	0.4	0.0	-2.0	-9	-4	-2
Cn1c(=O)n(/N=C/c2ccccc2)c2ccccc21	2	.	0	-0.7	-2.2	-1.9	2	-4	1
CCCCCCCCCC(=O)OCC(O)CO (configuration not stated)	-4	-0.8	9	-0.7	-1.2	-0.3	12	3	-5
COc1ccc(N2CCN(C(=O)CCCCCn3c(=O)[nH]c4ccsc4c3=O)CC2)cc1	2	2.2	12	-0.4	-0.2	-1.3	-5	0	0
C=CCn1c(=S)[nH]c2nc3c(cc2c1=O)COC(C)(C)C3	0	.	-1	0.9	-0.3	-3.1	1	8	15
CC1CC(C)(C)NCc2ccccc21 (configuration not stated)	-3	.	0	-0.6	-0.1	-0.3	-1	2	-33
CC1CCCN(CCOc2cccc(Oc3ccccc3)c2)C1 (configuration not stated)	-6	0.8	23	-2.9	3.6	-1.5	1	-10	-11
COc1ccc(/C(C)=N/NC(=O)CNC(=O)c2cccs2)cc1	-1	-0.9	5	0.0	-0.9	-0.2	-5	3	-5
O=C(NCc1ccccn1)c1ccc(/C=N/O)nc1	-3	.	-7	1.0	0.8	-2.1	-2	9	8
CCN(CC)S(=O)(=O)c1ccc(C(=O)Nc2nnc(NC(=S)Nc3ccccc3)s2)cc1	-4	0.2	12	-1.4	10.0	-0.3	0	11	6
C[C@H](NC(=O)C1CCN(S(=O)(=O)c2ccccc2)CC1)C(=O)NCc1ccncc1	-7	1.4	-11	-0.7	.	-3.1	-2	13	-5
Cc1ccc(S(=O)(=O)NCC2COc3ccccc3O2)cc1 (configuration not stated)	-6	2.5	7	-0.7	-0.8	-0.8	13	12	-15
N#Cc1sc2nccc(Nc3ccccc3)c2c1N	.	-0.2	-1	.	.	-3.3	3	24	.
CC(OCc1ccccc1)C(NC(=O)OC(C)(C)C)C(=O)NCC1CCCO1 (configuration not stated)	?	.	-2	-23	-0.1	-0.5	1	-1	-63
COc1ccc(C)cc1Cn1c(S(C)(=O)=O)nc2ccccc21	-3	.	-1	0.1	-1.8	-4.9	-4	-12	1
Cc1cc2ccccn2c1C(=O)c1ccccc1Br	1	1.3	2	0.8	-0.2	-1.2	-9	3	5
N#CCCn1nc(Cc2cccc3ccccc23)c(C#N)c1N	2	2.5	0	0.0	1.3	-4.1	-6	-2	-1
Cc1ccc(C)c(N2CCN(C(=O)c3ccc4c(c3)c(C)c(C)n4C)CC2)c1	-3	-1.9	-1	-1.9	0.4	-1.1	-3	20	-3
CCOC(=O)C1CCCCN1C(=O)CCn1nnnc1CN1CCOCC1 (configuration not stated)	2	0.3	-14	0.0	1.1	-1.6	5	-1	0
O=C1C/C(=C/NCc2ccccc2)C(=O)N1	7	.	0	0.1	-1.2	-3.3	-11	2	-5
CC(=O)N(Cc1cc2c(C)cc(C)cc2[nH]c1=O)C1CCCCC1	0	.	6	-0.3	-0.2	-2.4	12	11	-5
CCOC(=O)Cc1nn(C)c(=O)c2ccccc12	-3	1.2	10	-0.3	-0.3	-1.1	5	-12	-2
Cc1ccc(NC(=O)COc2ccc(N(C)S(=O)(=O)c3ccc(F)cc3)cc2)cc1	-3	1.6	31	-0.6	8.3	-16	12	6	3
CCOC(=O)C1(Cc2ccc(Cl)cc2)CCN(Cc2ccon2)CC1	-2	1.2	5	-0.3	-0.5	-5.3	-9	0	1
CC(C)(C)C(=O)Nc1ccccc1N1CCN(c2ccc(F)cc2)CC1	8	0.6	2	-2.3	2.2	-2.2	4	8	-20
CCC1=NN(S(=O)(=O)c2ccc(C)cc2)C(O)(C(F)(F)F)C1 (configuration not stated)	0	0.4	-9	-1.0	-0.7	0.2	1	-7	-2
CCOC(=O)[C@]12CCC=C1N(Cc1cccc3ccccc13)C(=O)[C@H](CC(=O)N1CCN(C(=O)C3CC3)CC1)C2	-2	1.2	.	0.1	.	.	-7	-1	2
Cc1ccc(C(=O)COC(=O)c2cc(C)no2)c(C)c1	-1	1.9	9	1.8	-0.1	1.3	-2	1	-2
O=C(c1ccccc1)c1cccc(NC(=O)C2CC2)c1	1	.	-1	0.1	-0.5	-1.3	2	7	-6
CC(=O)NC(=S)Nc1cccc2ccc(C)nc12	-3	1.3	-11	0.2	1.4	-3.5	-5	6	4
CCN(CC)C(=O)Cn1cnc2sc(C(=O)N3CCN(c4ccc(OC)cc4)CC3)c(C)c2c1=O	-4	.	16	-2.3	0.1	-0.1	3	-10	-11
Cc1ccc(-n2nc3ccc(NC(=O)/C=C/c4ccco4)cc3n2)cc1	-2	0.1	0	0.2	-0.2	-2.3	15	-6	2
Cn1c(=O)c2cc(NC(=O)NCc3ccccc3)ccc2n1C/C=C/c1ccccc1	-1	2.0	19	-0.3	.	-2.8	12	-43	0
O=C(Cn1cncn1)NCc1cc(F)ccc1F	-1	1.2	-3	-0.1	-2.5	-3.5	-1	13	-1
O=C(Nc1ccc(/C=C/c2nc3ccccc3o2)cc1)c1c(F)cccc1F	2	.	-5	0.5	-0.3	-4.6	12	-7	4
Cc1cccc2cc3c(NC(=O)CC(C)C)nn(C)c3nc12	2	.	-4	0.1	-2.1	-0.1	0	-5	-5
COC(=O)C1OC1c1cc([N+](=O)[O-])ccc1OC (configuration not stated)	-5	0.5	-3	0.7	-0.2	-2.1	-3	-3	2
Cc1ccc(C2/C(=C(/O)c3ccc(Br)cc3)C(=O)C(=O)N2Cc2ccco2)o1 (configuration not stated)	-6	.	-1	0.6	-1.2	-1.4	-1	11	2
CCc1ccc(C(=O)OCC(=O)N(CC)c2c(N)n(Cc3ccccc3)c(=O)[nH]c2=O)cc1	-4	0.6	-2	-0.1	-1.6	-2.4	0	-4	-4
O=C(Cc1ccc([N+](=O)[O-])cc1)N1CCN(c2ccc([N+](=O)[O-])cc2)CC1	8	0.8	-11	-0.7	-1.0	-0.4	-15	1	17
COCCNC(=O)c1ccccc1N(Cc1ccccc1)S(=O)(=O)c1ccc(C)cc1	15	0.2	20	0.5	-0.8	0.4	10	17	-1
CCc1ccccc1NC(=O)Nc1ccc2c(c1)OCO2	0	1.4	7	0.3	13	-0.6	4	0	-3
C#Cc1ccc([C@H]2C=C(C(=O)Nc3ccccc3)O[C@@H](OCc3ccc(CO)cc3)C2)cc1	2	-0.1	16	-0.5	7.7	-9.0	.	.	-3
COC(=O)c1cc(C)sc1NC(=O)c1ccco1	-2	-0.3	5	1.2	0.6	0.7	-4	10	-2
CCn1c(SCC(=O)Nc2nccs2)nnc1-c1ccc(S(=O)(=O)N2CCCCC2)cc1	-2	.	12	0.9	-1.8	-3.2	6	-8	-11
O=C(/C=C/c1ccco1)Nc1scc(-c2ccccc2)c1C(=O)O	-10	6.9	-8	1.0	6.9	5.4	-16	2	-12
CC(=C\c1ccco1)/C=C1/SC(=S)N(CC(=O)O)C1=O	-3	0.2	3	0.3	-0.1	1.9	-12	4	-10
CC1=C(C(=O)N(C(C)C)C(C)C)CC(CC(=O)NCCc2ccccn2)C(=O)N1Cc1ccc(F)cc1 (configuration not stated)	-10	0.7	.	-0.8	.	-1.9	-7	11	-2

Additional compounds.
SMILES	Anthrax LF inh2	TcdB GH inh	Y pestis TopoI	BoNT-A LC inh2	PfHsp40 yeast	FadD28 FP inh	PrPC TRFRET	CCHF vOTU inh	BoNT F protease
COCCn1c(=NC(=O)CN2C(=O)CCC2=O)sc2cc(S(N)(=O)=O)ccc21	3	.	-2	0.6	-0.7	-4.1	4	-3	1
O=C(NCCC1=CCCCC1)C1CC(=O)N(Cc2ccccc2)C1 (configuration not stated)	2	-1.3	8	1.1	-1.2	-2.6	3	14	3
O=C(CSc1ncn[nH]1)Nc1ncc(C(F)(F)F)cc1Cl	-2	1.1	8	-0.2	-0.9	-1.1	1	9	-9
CCN(CC#CCC1(O)c2ccccc2-c2ccccc21)CCO	-1	.	-5	0.3	-0.2	-3.1	1	-6	-2
O=C(NC(=S)Nc1ccc(CN2CCCCC2)cc1)c1cc2ccccc2o1	4	0.9	-7	?	-1.6	-0.8	-1	6	?
CC(=O)c1cccc(NC(=O)Cc2ccc3c(c2)CCCC3)c1	-1	.	14	0.2	0.0	-1.8	13	-5	-4
CCCc1nn(C)c2c1C(c1ccncc1)C(C#N)=C(N)O2 (configuration not stated)	5	.	-13	1.0	1.8	-1.9	-8	1	9
COc1ccc(CC(=O)NC(C)c2nnc(SCC(=O)Nc3nc(C)cs3)n2C)cc1 (configuration not stated)	-3	.	-9	-0.2	-0.3	-1.3	-1	2	-7
CC(Nc1nc(-c2ccc(F)cc2)cs1)c1nc2cc(C(F)(F)F)ccc2n1CCOCCO (configuration not stated)	2	0.6	18	-0.3	-0.8	-3.5	3	10	-5
CCNC(=S)NN=C1c2ccccc2-c2ccccc21	1	0.7	5	-1.2	3.8	-6.9	-2	3	-3

Part of the list above in order of length of the SMILES, low to high.
SMILES	Anthrax LF inh2	TcdB GH inh	Y pestis TopoI	BoNT-A LC inh2	PfHsp40 yeast	FadD28 FP inh	PrPC TRFRET	CCHF vOTU inh	BoNT F protease
O=C(c1ccccc1)c1cccc(NC(=O)C2CC2)c1	1	.	-1	0.1	-0.5	-1.3	2	7	-6
CCN(CC#CCC1(O)c2ccccc2-c2ccccc21)CCO	-1	.	-5	0.3	-0.2	-3.1	1	-6	-2
CC(=C\c1ccco1)/C=C1/SC(=S)N(CC(=O)O)C1=O	-3	0.2	3	0.3	-0.1	1.9	-12	4	-10
CCC1=NN(S(=O)(=O)c2ccc(C)cc2)C(O)(C(F)(F)F)C1 (configuration not stated)	0	0.4	-9	-1.0	-0.7	0.2	1	-7	-2
COc1ccc(N2CCN(C(=O)CCCCCn3c(=O)[nH]c4ccsc4c3=O)CC2)cc1	2	2.2	12	-0.4	-0.2	-1.3	-5	0	0
CCN(CC)C(=O)Cn1cnc2sc(C(=O)N3CCN(c4ccc(OC)cc4)CC3)c(C)c2c1=O	-4	.	16	-2.3	0.1	-0.1	3	-10	-11

The listing continues:
SMILES	Anthrax LF inh2	TcdB GH inh	Y pestis TopoI	BoNT-A LC inh2	PfHsp40 yeast	FadD28 FP inh	PrPC TRFRET	CCHF vOTU inh	BoNT F protease
Cc1[nH]c2ccc(-c3n[nH]c(=S)n3C)cc2c1C	1	3.7	6	-0.5	-0.8	-1.1	-4	-9	-4
Cc1ccccc1-c1cnc(C(O)c2cccc(C)c2C)[nH]1 (configuration not stated)	-3	-0.1	-6	-0.3	.	-4.3	6	14	-1
CCn1c(SCC(=O)N2CCCc3ccccc32)nnc1-c1c[nH]c2ccccc12	6	.	13	0.7	-0.7	-3.2	15	28	4
CCCc1nnc(SCC(=O)Nc2ccc(NC(C)=O)cc2)n1-n1cccc1	-4	1.2	-4	-0.6	-0.4	-1.1	3	2	13
C[C@@H]1COC(=O)CCC/C=C\C[C@@H](CC(=O)N(CCO)Cc2ccccc2)C(=O)N1	-2	-7.9	0	-0.4	-0.6	-0.2	5	14	3
CCOc1cccc(OCCCNCCCOC)c1	2	.	4	0.2	0.6	-2.1	4	-11	-4
c1ccc(-c2ccccc2OCCCCn2ccnc2)cc1	22	0.7	18	0.5	0.1	-5.1	-1	-9	?
CCOc1ccc2[nH]c3c(NCCCOC)ncnc3c2c1	-3	1.0	-6	-3.5	-1.3	-0.2	-5	-74	-1
CNc1cncc(-c2ccc(O)cc2C)n1	2	-2.2	-1	-0.8	.	-1.6	-4	-7	0
COc1ccc(Cl)cc1NC(=O)CNCc1cccs1	3	-0.2	7	3.3	0.7	-0.8	-3	-5	-14
O=C(CNC1CCCCC1)Nc1ccc(S(=O)(=O)N2CCCCC2)cc1	5	1.0	0	-3.0	0.4	-0.6	4	-14	5
Cc1ccc(S(=O)C(c2ccccc2)c2ccccc2)cc1 (configuration not stated)	0	0.5	6	-0.2	-1.2	-2.6	8	0	2
CN(C(=O)c1ccco1)C1(c2ccccc2Cl)CCCCC1=O (configuration not stated)	-2	.	7	-0.7	-0.6	-3.5	0	0	-4
